FAS-TE inh: FAS thioesterase domain inhibitors, primary screen, biochemical, fluorescence intensity, uHTS | Fatty acid synthase (Homo sapiens), P49327 | recombinant FAS-TE, OMFH fluorogenic substrate, fluorescence endpoint | inhibition, % at 15 µM | 360,000 compounds, 0.67% hits | AID 602261, 2012;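 active means compounds whose normalised, plate-corrected inhibition of enzyme fluorescence in the single-dose primary screen is 50% or more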;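 further: 0% = DMSO with enzyme and 100% = substrate without enzyme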
PABP1 MLLE inh: inhibitors of PABP1 MLLE–PAM2 peptide binding, primary screen, biochemical, fluorescence polarization, FITC-PAM2, GST-MLLE; Polyadenylate-binding protein 1 (Homo sapiens), P11940; inhibition, % at 20 µM; 360,000 compounds, 0.36% hits; AID 588489, 2011; in the data active means inhibition above about 35%, passing the limit was not always enough;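 further: plate controls were DMSO wells with GST-MLLE for no effect and wells lacking GST-MLLE protein for full effect; some results filed as inactive read as strong as hits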
eLon inh: inhibitors of E. coli Lon protease, primary screen, biochemical, fluorescence polarization. P0A9M0. purified E. coli Lon protease. inhibition, % at 7.94 µM. 360,000 compounds, 0.42% hits. AID 602123, 2011; in the data active means inhibition above about 13%, passing the limit was not always enough;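 further: 0% = enzyme with probe and DMSO and 100% = no enzyme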
Rin1 Abl inh: inhibitors of Rin1-Abl protein binding, primary screen, biochemical, TR-FRET | Tyrosine-protein kinase ABL1 (Homo sapiens) + Ras and Rab interactor 1 (Homo sapiens), … | inhibition, % at 7.35 µM | 360,000 compounds, 0.4% hits; in the data active means inhibition above about 5%, passing the limit was not always enough
Target sequence (P00519 whole entry, looked up): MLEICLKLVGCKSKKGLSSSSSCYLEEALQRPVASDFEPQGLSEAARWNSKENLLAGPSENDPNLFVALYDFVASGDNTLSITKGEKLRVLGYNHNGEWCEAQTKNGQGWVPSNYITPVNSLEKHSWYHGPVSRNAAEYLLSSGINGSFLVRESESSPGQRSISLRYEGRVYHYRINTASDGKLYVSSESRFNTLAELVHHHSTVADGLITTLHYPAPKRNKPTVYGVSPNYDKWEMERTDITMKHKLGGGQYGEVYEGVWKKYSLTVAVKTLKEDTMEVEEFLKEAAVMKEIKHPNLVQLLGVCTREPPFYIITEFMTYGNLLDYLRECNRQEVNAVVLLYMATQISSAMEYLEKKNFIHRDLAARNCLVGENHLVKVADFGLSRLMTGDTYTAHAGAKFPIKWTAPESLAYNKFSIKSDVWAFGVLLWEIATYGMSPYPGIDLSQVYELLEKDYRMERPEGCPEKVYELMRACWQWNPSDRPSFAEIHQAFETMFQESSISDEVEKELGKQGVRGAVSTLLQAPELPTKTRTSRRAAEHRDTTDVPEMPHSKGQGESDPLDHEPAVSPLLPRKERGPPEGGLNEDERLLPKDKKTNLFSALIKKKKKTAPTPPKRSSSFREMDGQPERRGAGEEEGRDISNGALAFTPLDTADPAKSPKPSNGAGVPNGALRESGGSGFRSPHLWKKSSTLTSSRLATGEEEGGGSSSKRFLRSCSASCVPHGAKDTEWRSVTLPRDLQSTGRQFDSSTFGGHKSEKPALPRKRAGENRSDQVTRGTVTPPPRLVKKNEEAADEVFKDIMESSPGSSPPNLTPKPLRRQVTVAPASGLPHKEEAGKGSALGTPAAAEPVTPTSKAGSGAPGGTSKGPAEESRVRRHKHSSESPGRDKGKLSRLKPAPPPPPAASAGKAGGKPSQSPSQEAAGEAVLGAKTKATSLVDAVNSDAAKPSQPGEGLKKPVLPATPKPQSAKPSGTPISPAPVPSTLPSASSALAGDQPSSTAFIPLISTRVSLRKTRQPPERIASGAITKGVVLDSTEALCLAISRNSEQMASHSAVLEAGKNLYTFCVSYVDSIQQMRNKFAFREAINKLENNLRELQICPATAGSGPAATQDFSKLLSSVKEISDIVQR
Target sequence (Q13671 whole entry, looked up): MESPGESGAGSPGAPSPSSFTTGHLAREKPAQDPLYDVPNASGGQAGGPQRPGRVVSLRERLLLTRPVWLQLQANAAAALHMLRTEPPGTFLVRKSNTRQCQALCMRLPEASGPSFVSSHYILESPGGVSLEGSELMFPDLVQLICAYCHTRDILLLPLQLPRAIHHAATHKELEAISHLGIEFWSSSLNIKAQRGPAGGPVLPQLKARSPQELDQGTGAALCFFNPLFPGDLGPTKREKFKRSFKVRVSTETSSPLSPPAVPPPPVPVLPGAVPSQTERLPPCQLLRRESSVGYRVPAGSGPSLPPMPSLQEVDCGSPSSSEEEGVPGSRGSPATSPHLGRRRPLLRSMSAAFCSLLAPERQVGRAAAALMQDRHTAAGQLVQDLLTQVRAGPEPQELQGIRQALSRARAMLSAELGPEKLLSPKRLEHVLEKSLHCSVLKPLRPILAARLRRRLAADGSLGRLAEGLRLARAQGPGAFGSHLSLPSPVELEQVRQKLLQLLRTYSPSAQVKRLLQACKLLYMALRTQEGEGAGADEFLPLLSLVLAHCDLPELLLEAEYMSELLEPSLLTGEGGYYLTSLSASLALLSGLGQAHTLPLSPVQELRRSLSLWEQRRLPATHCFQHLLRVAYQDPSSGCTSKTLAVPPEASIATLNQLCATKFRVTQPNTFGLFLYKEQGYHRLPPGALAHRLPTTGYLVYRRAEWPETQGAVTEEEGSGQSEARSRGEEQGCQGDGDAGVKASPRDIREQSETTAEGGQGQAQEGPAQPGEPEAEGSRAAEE
SKN-1 block: suppressors of acrylamide-induced Pgst-4::GFP reporter in worms, primary screen, SKN-1 inhibitor project, whole organism, uHTS, GFP/RFP fluorescence ratio, strain VP596; C. elegans VP596 Pgst-4::GFP/RFP ratio, 24 h; inhibition, % at 21.8 µM; 360,000 compounds, 0.49% hits;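 active means interference check ratio from 0.5 to 1.5 plus GFP to RFP signal ratio inhibition reaching or exceeding a fixed threshold, cut at about 30% in these data, passing the limit was not always enough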; further: some compounds called inactive have numbers as strong as hits
Neddyl block: inhibitors of cullin neddylation, primary screen, biochemical, TR-FRET, uHTS, NAE and Ubc12 | NEDD8-conjugating enzyme Ubc12 (Homo sapiens) + NEDD8-activating enzyme E1 regulatory … | calls only at 25 µM | 360,000 compounds, 0.58% hits | AID 651699, 2012; in the data active means inhibition above about 36%
bovine MsrA act: bovine MsrA enzyme activators, primary screen, biochemical, absorbance, HTS. purified bovine MsrA, absorbance read-out. activation, % at 10.6 µM. 360,000 compounds, 0.3% hits; in the data active means activation above about 7.5%;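 further: 0% = vehicle and 100% = reference activator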
MT1-MMP act inh: blockers of MT1-MMP proenzyme processing, primary screen, HT1080 RFP-PRO-GFP cells, GFP/RFP fluorescence; GFP/RFP ratio change, % at 20 µM; 360,000 compounds, 0.061% hits; GFP/RFP ratio fluorescence, overnight; percent of plate control window, DMSO zero; Matrix metalloproteinase-14 (Homo sapiens), P50281;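 active means GFP/RFP ratio change of at least 30% with cell ATP level not reduced by more than half and red fluorescence within 50% of control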; further: strong numbers were not always called active
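Test system: HT1080 RFP-PRO-GFP cells; Benchmarks: DMSO and RFP-L50D-GFP cell wells; Timing: cells overnight before dosing, compound overnight, 37 °C, 5% CO2; Compound: one 20 µM compound dose with 1% DMSO; Read-out: GFP/RFP fluorescence ratio.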
CendR NRP1 mod: modulators of CendR peptide binding to NRP-1, primary screen, biochemical, fluorescence polarization, uHTS; Neuropilin-1 (Homo sapiens), O14786; FAM-RPARPAR peptide binding to NRP-1; inhibition, % at 25 µM; 360,000 compounds, 0.85% hits; AID 602438, 2012;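 active means inhibition or corrected inhibition above about 18%, plus a signal ratio from 0.5 to 1.5, limit read from the data, passing the limit was not always enough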; further: strong numbers were not always called active
An asterisk follows results filed as active.

A first look:
For CCCn1c(N)c(N2CCCCC2)c(=O)n(CC(=O)Nc2ccccc2C(F)(F)F)c1=O the results were FAS-TE inh -1, PABP1 MLLE inh -1, eLon inh 7, Rin1 Abl inh -1, SKN-1 block 8, Neddyl block inactive, bovine MsrA act -3, MT1-MMP act inh 13 and CendR NRP1 mod -8.
For CCOc1ccc(S(=O)(=O)N(C)C)cc1-c1nc2c(C(C)(C)C)nn(C)c2c(=O)[nH]1 the results were FAS-TE inh 15, PABP1 MLLE inh -1, eLon inh -10, Rin1 Abl inh 3, SKN-1 block -1, Neddyl block inactive, bovine MsrA act 0, MT1-MMP act inh 3 and CendR NRP1 mod 3.
`CN(CCCn1c(=S)[nH]c2ncccc2c1=O)Cc1ccccc1` gave FAS-TE inh -4, PABP1 MLLE inh 0, eLon inh 1, Rin1 Abl inh 3, SKN-1 block -19, Neddyl block inactive, bovine MsrA act -2, MT1-MMP act inh 0 and CendR NRP1 mod 12.
For COc1ccc(/C=C(/NC(=O)c2ccc(OC)cc2)C(=O)NCCc2c[nH]c3ccccc23)cc1 the results were FAS-TE inh 1, PABP1 MLLE inh -6, eLon inh 17, Rin1 Abl inh -4, SKN-1 block 10, Neddyl block inactive, bovine MsrA act -5, MT1-MMP act inh 7 and CendR NRP1 mod 3.
COc1cccc(N/C(C)=C/C(=O)c2ccc(Br)cc2)c1 was read as FAS-TE inh 25, PABP1 MLLE inh 2, eLon inh 3, Rin1 Abl inh 2, SKN-1 block 3, Neddyl block inactive, bovine MsrA act -3, MT1-MMP act inh 1 and CendR NRP1 mod 10.
Screening COc1cc2c(c(OC)c1OC)-c1c(cc3c(c1OC)OCO3)C1OC2[C@@H](C)[C@H]1C (stereo partly drawn) returned FAS-TE inh 3, PABP1 MLLE inh -48, eLon inh -14, Rin1 Abl inh -1, SKN-1 block 4, Neddyl block inactive, bovine MsrA act -1, MT1-MMP act inh 3 and CendR NRP1 mod 20.

The whole of this part, from the start:
For CCCn1c(N)c(N2CCCCC2)c(=O)n(CC(=O)Nc2ccccc2C(F)(F)F)c1=O the results were FAS-TE inh -1, PABP1 MLLE inh -1, eLon inh 7, Rin1 Abl inh -1, SKN-1 block 8, Neddyl block inactive, bovine MsrA act -3, MT1-MMP act inh 13 and CendR NRP1 mod -8.
For CCOc1ccc(S(=O)(=O)N(C)C)cc1-c1nc2c(C(C)(C)C)nn(C)c2c(=O)[nH]1 the results were FAS-TE inh 15, PABP1 MLLE inh -1, eLon inh -10, Rin1 Abl inh 3, SKN-1 block -1, Neddyl block inactive, bovine MsrA act 0, MT1-MMP act inh 3 and CendR NRP1 mod 3.
`CN(CCCn1c(=S)[nH]c2ncccc2c1=O)Cc1ccccc1` gave FAS-TE inh -4, PABP1 MLLE inh 0, eLon inh 1, Rin1 Abl inh 3, SKN-1 block -19, Neddyl block inactive, bovine MsrA act -2, MT1-MMP act inh 0 and CendR NRP1 mod 12.
For COc1ccc(/C=C(/NC(=O)c2ccc(OC)cc2)C(=O)NCCc2c[nH]c3ccccc23)cc1 the results were FAS-TE inh 1, PABP1 MLLE inh -6, eLon inh 17, Rin1 Abl inh -4, SKN-1 block 10, Neddyl block inactive, bovine MsrA act -5, MT1-MMP act inh 7 and CendR NRP1 mod 3.
COc1cccc(N/C(C)=C/C(=O)c2ccc(Br)cc2)c1 was read as FAS-TE inh 25, PABP1 MLLE inh 2, eLon inh 3, Rin1 Abl inh 2, SKN-1 block 3, Neddyl block inactive, bovine MsrA act -3, MT1-MMP act inh 1 and CendR NRP1 mod 10.
Screening COc1cc2c(c(OC)c1OC)-c1c(cc3c(c1OC)OCO3)C1OC2[C@@H](C)[C@H]1C (stereo partly drawn) returned FAS-TE inh 3, PABP1 MLLE inh -48, eLon inh -14, Rin1 Abl inh -1, SKN-1 block 4, Neddyl block inactive, bovine MsrA act -1, MT1-MMP act inh 3 and CendR NRP1 mod 20.
For COc1ccc(C(CNC(=O)c2cccc(S(=O)(=O)N3CCOCC3)c2)N2CCOCC2)cc1 (stereo not drawn) the results were FAS-TE inh -6, PABP1 MLLE inh -1, eLon inh 2, Rin1 Abl inh 2, SKN-1 block -3, Neddyl block inactive, bovine MsrA act -1, MT1-MMP act inh 0 and CendR NRP1 mod -1.
`CN(Cc1ccccc1)c1cc(Cl)nc(N)n1` gave FAS-TE inh -2, PABP1 MLLE inh -4, eLon inh -4, Rin1 Abl inh -1, SKN-1 block 3, Neddyl block inactive, bovine MsrA act 1, MT1-MMP act inh 1 and CendR NRP1 mod -4.
`O=C(Cn1cnc2c(OCc3ccccc3)ncnc21)N[C@H](CO)Cc1cc2ccccc2[nH]1` gave FAS-TE inh -8, PABP1 MLLE inh -12, eLon inh -10, Rin1 Abl inh -2, SKN-1 block 17, Neddyl block inactive, bovine MsrA act -2, MT1-MMP act inh 4 and CendR NRP1 mod -2.
Screening COc1cccc(C(=O)NC(=S)Nc2ccc([N+](=O)[O-])cc2C)c1 returned FAS-TE inh 8, PABP1 MLLE inh 30, eLon inh -27, Rin1 Abl inh 0, SKN-1 block 14, Neddyl block inactive, bovine MsrA act -4, MT1-MMP act inh 0 and CendR NRP1 mod -3.
`O=C(Nc1cccc(NC(=O)C2C3CC4OC(=O)C2C4C3)c1)c1ccccc1` (stereo not drawn) gave FAS-TE inh -5, PABP1 MLLE inh 12, eLon inh 8, Rin1 Abl inh 0, SKN-1 block 12, Neddyl block inactive, bovine MsrA act -6, MT1-MMP act inh 0 and CendR NRP1 mod -3.
Cc1ccccc1NS(=O)(=O)c1ccc(C(=O)N2CCCC(C(F)(F)F)C2)cc1 (stereo not drawn) was read as FAS-TE inh 8, PABP1 MLLE inh -5, eLon inh 5, Rin1 Abl inh 2, SKN-1 block -1, Neddyl block inactive, bovine MsrA act -9, MT1-MMP act inh -1 and CendR NRP1 mod 1.
Screening CCOC(=O)Cn1cc(C#N)c(=O)[nH]c1=O returned FAS-TE inh -6, PABP1 MLLE inh 11, eLon inh 6, Rin1 Abl inh -1, SKN-1 block 6, Neddyl block inactive, bovine MsrA act -3, MT1-MMP act inh 1 and CendR NRP1 mod -17.
`Cc1nn(Cc2ccccc2Cl)c(C)c1NC(=O)CCCn1nc(C)c([N+](=O)[O-])c1C` gave FAS-TE inh 19, PABP1 MLLE inh 10, eLon inh -9, Rin1 Abl inh 3, SKN-1 block 6, Neddyl block inactive, bovine MsrA act -3, MT1-MMP act inh 6 and CendR NRP1 mod 6.
CNC(=O)COc1ccc(Cl)c2cccnc12 was read as FAS-TE inh -2, PABP1 MLLE inh 14, eLon inh -3, Rin1 Abl inh -2, SKN-1 block -1, Neddyl block inactive, bovine MsrA act -2, MT1-MMP act inh 2 and CendR NRP1 mod 6.
`COc1ccc(Cl)c2c1[nH]c1nc(SCc3ccccn3)nnc12` gave FAS-TE inh 9, PABP1 MLLE inh 3, eLon inh 12, Rin1 Abl inh -8, SKN-1 block 3, Neddyl block inactive, bovine MsrA act -2, MT1-MMP act inh 5 and CendR NRP1 mod 3.
CC1CCN(C(=O)CN2C(=O)c3cccc4cccc(c34)C2=O)CC1 was read as FAS-TE inh 8, PABP1 MLLE inh 14, eLon inh 5, Rin1 Abl inh -3, SKN-1 block -7, Neddyl block inactive, bovine MsrA act -6, MT1-MMP act inh 3 and CendR NRP1 mod 7.
For Cc1c(C(=O)NCc2cccc(Cl)c2)sc(=O)n1Cc1ccc(C(=O)N(C)C)cc1 the results were FAS-TE inh -1, PABP1 MLLE inh -4, eLon inh -6, Rin1 Abl inh -3, SKN-1 block 11, Neddyl block inactive, bovine MsrA act 0, MT1-MMP act inh -3 and CendR NRP1 mod -17.
For Cc1nc(NC(=O)CSc2nc3cccnc3n2C2CCCCC2)sc1C the results were FAS-TE inh -2, PABP1 MLLE inh -20, eLon inh -1, Rin1 Abl inh -1, SKN-1 block 0, Neddyl block inactive, bovine MsrA act -1, MT1-MMP act inh -1 and CendR NRP1 mod -14.
`CC(=O)Nc1ccccc1NC(=O)C/C(C)=N/NC(=O)C1CCCCC1` gave FAS-TE inh -5, PABP1 MLLE inh 6, eLon inh -12, Rin1 Abl inh 3, SKN-1 block -7, Neddyl block inactive, bovine MsrA act 1, MT1-MMP act inh 2 and CendR NRP1 mod 6.
Screening CCN1C(=O)C(CC(=O)Nc2ccc(OC)cc2)N(Cc2cccnc2)C1=S (stereo not drawn) returned FAS-TE inh -2, PABP1 MLLE inh -15, eLon inh 0, Rin1 Abl inh -4, SKN-1 block -5, Neddyl block inactive, bovine MsrA act -3, MT1-MMP act inh 6 and CendR NRP1 mod -10.
`COc1ccccc1OCc1nc(C#N)c(N2CCC(C(N)=O)CC2)o1` gave FAS-TE inh -2, PABP1 MLLE inh 0, eLon inh 1, Rin1 Abl inh 0, SKN-1 block 2, Neddyl block inactive, bovine MsrA act -3, MT1-MMP act inh -4 and CendR NRP1 mod 8.
CCOC(=O)CC(=O)CSc1nc(-c2cccnc2)cc(C)c1C#N was read as FAS-TE inh -10, PABP1 MLLE inh 6, eLon inh -11, Rin1 Abl inh 1, SKN-1 block 17, Neddyl block inactive, bovine MsrA act -3, MT1-MMP act inh -1 and CendR NRP1 mod 4.
For CCN(CC)S(=O)(=O)c1cc([N+](=O)[O-])ccc1N=Nc1c(O)n(C)c2ccccc12 the results were FAS-TE inh -10, PABP1 MLLE inh -14, eLon inh -16, Rin1 Abl inh 3, SKN-1 block 0, Neddyl block inactive, bovine MsrA act -3, MT1-MMP act inh -17 and CendR NRP1 mod -30.
O=C(CCc1nnc(C2CCCCC2)o1)NCc1ccc(F)c(F)c1 was read as FAS-TE inh -5, PABP1 MLLE inh 8, eLon inh -1, Rin1 Abl inh 5, SKN-1 block -8, Neddyl block inactive, bovine MsrA act -8, MT1-MMP act inh 1 and CendR NRP1 mod -3.
`COc1ccc(NS(=O)(=O)c2cccc(C(=O)NNC(=O)c3cccn3C)c2)cc1` gave FAS-TE inh -2, PABP1 MLLE inh -16, eLon inh -4, Rin1 Abl inh -2, SKN-1 block -19, Neddyl block inactive, bovine MsrA act -1, MT1-MMP act inh -3 and CendR NRP1 mod 3.
CCOC(=O)C1CCN(Cc2nc3ccccc3c(=O)n2-c2ccc(F)cc2)CC1 was read as FAS-TE inh 3, PABP1 MLLE inh -11, eLon inh -4, Rin1 Abl inh -1, SKN-1 block 8, Neddyl block inactive, bovine MsrA act -8, MT1-MMP act inh 1 and CendR NRP1 mod -4.
Screening CCOC(=O)c1cccc(NC(=O)CSc2nnnn2C)c1 returned FAS-TE inh -6, PABP1 MLLE inh 3, eLon inh -5, Rin1 Abl inh 6, SKN-1 block 15, Neddyl block inactive, bovine MsrA act -9, MT1-MMP act inh 1 and CendR NRP1 mod -12.

Compound activity as filed in PubChem BioAssay.

Hits appear at their usual frequency; any-hit rate near 4%.
